Compound activity as filed in PubChem BioAssay.
mHTT CaM bind: mutant huntingtin-calmodulin interaction inhibitors – biochemical, AlphaScreen, primary screen; AID 1671202, 2021; P42858; 190,000 compounds, 3.6% hits; AlphaScreen His-mHTT/GST-CaM binding, luminescence; inhibition, % at 15 µM;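 note: 0% = both proteins with DMSO and 100% = one protein alone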
Pf apPOL block: Pf-apPOL inhibitors, biochemical, fluorescence. inhibition, % at 10 µM. AID 1794808, 2022. Plasmodium falciparum apicoplast DNA polymerase (apPOL). Recombinant Pf-apPOL, molecular beacon fluorescence, 1.5 h. 210,000 compounds, 0.25% hits
* = called active by the depositor; i = inactive; · = no result given; & = joins results of further samples. Cut-off read from the data, not from the text of the source: active = inhibition above about 50%; inactive = the rest.

SMILES	mHTT CaM bind	Pf apPOL block
Cc1ccc(-c2nc(C(=O)NC(C)(C)C)cs2)n1C	16	-16
CCOC(=O)COc1cccc(C=C2Oc3cc(OC)ccc3C2=O)c1	1	-7
Cc1nc2nc(S(N)(=O)=O)nn2c(C)c1C	-5	·
COc1cc(/C=c2\sc3nc(-c4ccncc4)nn3c2=O)ccc1OCCC(C)C	9	3
COC(=O)c1ccc(C(=O)NCC2(c3ccccc3OC)CCOCC2)cc1	-12	-1
c1coc(C2Nc3ccccc3-c3nc4ccccc4n32)c1 (configuration not stated)	-12	3
O=C(CN1C(=O)NC2(CCCCC2)C1=O)Nc1cc(F)ccc1F	-1	-5
O=C(NCc1ccccc1)c1ccc2ncnc(N3CCCCC3)c2c1	22	0
COc1cccc(N2CCN(C(=O)c3ccc(-n4cccn4)nc3)CC2)c1	13	-8
CCC(C)C1N=C2c3ccccc3N=C(SCC#N)N2C1=O (configuration not stated)	-1	-1
O=C1CCC(=O)N1CN(C(=O)C(F)(F)F)c1ccccc1	18	2
c1ccc2c(c1)Nc1ccccc1O2	45	·
O=C(Cc1ccc(F)cc1Cl)N1CCCC1c1cccc(F)c1 (configuration not stated)	-1	-1
CN1CCC(NC(=O)c2ccc3c(c2)N(S(=O)(=O)c2ccccc2F)CC3)CC1	1	0
CS(=O)(=O)N(Cc1ccc(C(=O)NCc2ccccn2)cc1)c1ccccc1	4	4
NS(=O)(=O)c1cccc2c1c([N+](=O)[O-])cc1nc(O)c(O)nc12	·	6
CC(C)NC(=O)c1ccnc(-c2cccs2)c1	-9	-3
CCc1nnc(-c2cc3ccccc3n2CC(=O)NCc2ccc3c(c2)OCO3)o1	5	-10
O=C(c1cccc(Br)c1)N1CCN(c2ccccc2F)CC1	-10	-8
C=C1CCN([C@@H](Cc2ccccc2)C(=O)Nc2ccc(OC)cc2)S(=O)(=O)c2ccccc21	6	-4
CCC(=O)N1c2ccccc2-c2nnc(SC)nc2OC1c1cc(OC)c(OC)c(OC)c1 (configuration not stated)	12	-81
CCOc1cccc2c1OC(c1ccccc1Cl)N1N=C(c3ccco3)CC21 (configuration not stated)	43	-16
CCCNC(=O)C1COC2(CCCCC2)N1C(=O)c1cccc(Cl)c1 (configuration not stated)	-6	-2
O=C(NCCOc1ccc2nnc(-c3ccccc3)n2n1)c1ccc2ncsc2c1	11	-4
COc1ccc(/C=C2\SC(=O)N(CC(=O)Nc3ccc(S(N)(=O)=O)cc3)C2=O)cc1OC	13	2

Look-ups from above.
Entry of `CN1CCC(NC(=O)c2ccc3c(c2)N(S(=O)(=O)c2ccccc2F)CC3)CC1` in mHTT CaM bind: 1
Entry of `CC(C)NC(=O)c1ccnc(-c2cccs2)c1` in Pf apPOL block: -3
Entry of `O=C1CCC(=O)N1CN(C(=O)C(F)(F)F)c1ccccc1` in mHTT CaM bind: 18

Other compounds
SMILES	mHTT CaM bind	Pf apPOL block
Cc1ccc2c(c1)N(Cc1nc(-c3cccc(Br)c3)no1)C(=O)CO2	-28	-2
CCc1ccccc1NC(=O)COc1nccc(C)n1	-19	4
O=C(CCCl)N1CCCC1c1nc2cc(-c3ccccc3)ccc2o1 (configuration not stated)	35	-7
CCN1CCN(CCNC(=O)c2cc3cn(C4CC4)cc3s2)CC1	-1	-2
Cc1cc(C)c(S(=O)(=O)Nc2ccc([N+](=O)[O-])cc2)c(C)c1	5	0
CCn1c(N2CCCC(C(=O)Nc3cc(C)cc(C)c3)C2)cc(=O)n(C)c1=O (configuration not stated)	23	-4
COc1cccc(NC(=O)C2CC(=O)N(c3ccc4c(c3)CCN4C(=O)C3CCC3)C2)c1 (configuration not stated)	17	-1
CCOC(=O)NC(=O)c1cn(Nc2ccc(F)cc2F)c(=O)[nH]c1=O	·	7
Cc1cc(C)nc(NC(=O)Cn2c(=O)oc3ccccc32)n1	2	-17
N#C/C(=C\c1cccc([N+](=O)[O-])c1)c1nc(-c2ccc(Cl)cc2Cl)cs1	3	-3
N#C/C(=C\c1cccn1-c1ccc(S(N)(=O)=O)cc1)c1nc2ncc(Br)cc2[nH]1	38	-2
Cc1cccc(-n2c(N)c(C#N)c3nc4ccccc4nc32)c1	-4&-4	2&-1
Cn1c(=O)[nH]c(=O)c2c1nc(Br)n2Cc1ccccc1Cl	-6	-2
COc1cccc(C2C=C(c3ccc(Br)cc3)Nc3ncnn32)c1OC (configuration not stated)	66*	4
COc1cccc(C=C2Oc3c(ccc4c3CN(C3CC3)CO4)C2=O)c1OC	3	-5
CC1=Nc2ccccc2C(c2ccccc2)(c2ccccc2)O1	5	-2
N#Cc1c(-c2ccc(Br)cc2)cc(-c2ccco2)c(C#N)c1N	50	4
COc1nccnc1NC1CCN(C(=O)Cc2ccc(F)cc2)CC1	6	0
CN(C)c1ccc(-c2nc3cc(N=Cc4ccccc4O)ccc3o2)cc1	9	-1
COc1cccc(C2SCC(=O)N2c2ccc(C)cc2)c1OC (configuration not stated)	-5	-2
COc1ccc(C(=O)N2CCC(Nc3cccnc3)C2)cc1F (configuration not stated)	-3	0
CC(C)=NOC(=O)c1scc(S(C)(=O)=O)c1Cl	·	-4
O=S(=O)(CCN(Cc1cccs1)C(=S)Nc1cccc(F)c1)c1ccc(Cl)cc1	·	-2
CN1C(=O)C2C=CC1C1C(=O)N(c3ccc(Br)cc3)C(=O)C21 (configuration not stated)	-7	-2
N=Nc1c(O)[nH]c2ccccc12	·	-1

Profiles from above. Order of screens: mHTT CaM bind, Pf apPOL block
Entry for O=C(CCCl)N1CCCC1c1nc2cc(-c3ccccc3)ccc2o1 (configuration not stated) = 35, -7
Entry for Cc1cc(C)nc(NC(=O)Cn2c(=O)oc3ccccc32)n1 = 2, -17
Entry for CCc1ccccc1NC(=O)COc1nccc(C)n1 = -19, 4
Entry for N=Nc1c(O)[nH]c2ccccc12 = ·, -1
Entry for Cc1cccc(-n2c(N)c(C#N)c3nc4ccccc4nc32)c1 = -4&-4, 2&-1

The listing continues.
SMILES	mHTT CaM bind	Pf apPOL block
CCCN(CCC)S(=O)(=O)c1ccc(C(=O)N2CCN(C)CC2)cc1	-3	-10
c1cc(C2=N[C@@H](c3ccncc3)[C@@H](c3ccncc3)N2)ccn1	-2	·
COCCC(=O)N1CCCn2nc(-c3cccs3)cc2C1	-6	-3
O=c1c2ccccc2c(-c2ccc(Cl)cc2)nn1-c1cc(N2CCOCC2)ccc1[N+](=O)[O-]	42	-4
CSc1cccc(NC(=O)C(=O)NCCc2ccc(Cl)cc2)c1	-3	-5
Cc1cc(C)c(-c2ccc(=O)n(Cc3cccc([N+](=O)[O-])c3)n2)cc1C	6	-4
CC1=NN(c2cccc(F)c2)C(=O)/C1=C/c1ccc(N(C)C)cc1	10	-10
COc1ccccc1C(CC(=O)O)c1ccc2c(c1)OCO2 (configuration not stated)	-1	-7
CCOC(=O)C(C(=O)OCC)c1c([N+](=O)[O-])c(=O)n(C)c2ccccc12	·	-3
CC1CCC(C(C)C)C(OCC(O)CN2CC(C)OC(C)C2)C1 (configuration not stated)	10	-2
Cc1ccc(-c2csc(=Nc3ccccc3)n2CCCO)cc1	53*	-3
Cc1c(S(=O)(=O)N2CCN(C)c3ccccc32)cnn1C(F)F	4	-2
CCOc1ccccc1C(=O)N1CCc2cn(C)c3cccc(c23)C1	46	-5
COc1cc2c(cc1OC)C(COc1ccccc1OC)N(C(=O)c1ccco1)CC2 (configuration not stated)	30	-4
COc1ccccc1N1C(=O)CC(N2CCC(C(N)=O)CC2)C1=O (configuration not stated)	-1	0
c1ccc(CN(/N=c2/cc(-c3ccccc3)n(-c3ccccc3)cn2)c2ccccc2)cc1	i	·
O=C(NC1CCCCC1)N1CCCC1c1nc(-c2cccc(F)c2)no1 (configuration not stated)	1	-4
CCOC(=O)CCC(=O)NCC1(c2ccc(F)cc2)CC1	-8	-2
Nc1nnc(SCC(=O)Nc2cccc(Br)c2)s1	-2	-4
CCCCCCSC1=C(C#N)C(c2ccco2)C(C(=O)Nc2ccccc2OC)=C(C)N1 (configuration not stated)	-18	-4
Cc1ccc(/C=C2\NC(=O)N(Cc3ccccc3F)C2=O)cc1	-6	-17
CCc1cc(C2CCCN2C(=O)Cc2ccccc2F)on1 (configuration not stated)	-5	2
CCOc1cccc(C(Nc2ccccn2)c2ccc3ccc(C)nc3c2O)c1O (configuration not stated)	67*	-7
O=C(Nc1ccccc1)N1CCCC(OCc2ccccc2Cl)C1 (configuration not stated)	-4	0
CSc1sc(C)cc1C1C(C(=O)Nc2ccc(F)cc2)=C(C)NC2=C1C(=O)CC(C)(C)C2 (configuration not stated)	7	0
Further results
SMILES	mHTT CaM bind	Pf apPOL block
CSc1nsc(SC)c1C(=O)NCc1ccc2c(c1)OCO2	·	-1
COc1ccccc1CNC(=O)c1sc2nc(C)nc(N3CCN(C)CC3)c2c1C	8	-5
O=C1C2C(C(=O)N1c1ccccc1Br)C1C=CC2C12CC2 (configuration not stated)	-5	0
COc1ccc(CC(=O)N2CCC3(CC2)NC(=O)c2cccc(Cl)c2N3)cc1	3	5
COc1ccc(/C=C2/N=C(c3ccccc3Cl)OC2=O)c(OC)c1OC	8	-4
CCc1nc2oc(C(=O)c3ccccc3)c(N)c2c2c1COC(C)(C)C2	-3&2	3&-5
CCc1nc(-c2cccnc2N2CCCC(C(=O)N3CCCC3)C2)no1 (configuration not stated)	10	-3
CCCSCCCNC(=O)c1cc2n(n1)CCCN(Cc1ccc(C)cc1)C2=O	10	8
COc1nccnc1N1CCC(N(C)C(=O)c2ccsc2)C1 (configuration not stated)	6	0
Cc1ccc(-n2[nH]c(C)c(C=Nc3ccccc3[N+](=O)[O-])c2=O)cc1	7	-5
COc1ccccc1OCCn1c(C(F)(F)F)nc2ccccc21	-7	-3
CCN(CC)CCNC(=O)C1(O)c2ccccc2NC(=O)N1c1ccc(Cl)cc1 (configuration not stated)	-2	-4
Cc1cccc(-n2cc(C3CCN(C(=O)C(C)C)CC3)cn2)c1	11	-4
CCOc1ccccc1N(C)C(=O)c1cc(S(=O)(=O)N(CC)c2ccccc2)ccc1F	-3	30
COc1cccc(C2C=C(Nc3ccc(C)cc3)C(=O)N2c2ccc(C)cc2)c1 (configuration not stated)	3	-9
COc1ccc(CN2C(=O)CN(C3CCCCC3)C(=O)C2c2cccs2)cc1 (configuration not stated)	-3	-8
COc1ccc(C2CCCN2C(=O)Cc2ccccc2Cl)cc1 (configuration not stated)	0	-3
CN1CCCN(Cc2ccco2)CC1	-1	0
Cc1ccc(N2CCN(C(=O)C(C)C)C(C)C2=O)c(C)c1 (configuration not stated)	-6	1
COc1cccc(CN2CCc3c(cc(C(=O)N4CCN(c5ccccn5)CC4)n3C)C2)c1	12	-7
O=C(NC1CCCCC1)c1nn2c(C(F)(F)F)cc(-c3ccco3)nc2c1Br	7	3
OCCN(Cc1ccccc1)Cc1ccc(-c2ccccc2)cc1	14	-6
COc1ccc(OC)c(NS(=O)(=O)c2ccc(NS(=O)(=O)c3ccc(F)cc3)cc2)c1	4	4
COc1ccc2c(C)nc(Nc3nc(C)c4ccccc4c(=O)n3)nc2c1	4	-4
O=C(NCc1ccccc1)c1ccc2c(c1)NC(=O)C1CCC(=O)N21 (configuration not stated)	-5	-3

Retrieved one by one from above (3):
SMILES	mHTT CaM bind	Pf apPOL block
COc1ccc(OC)c(NS(=O)(=O)c2ccc(NS(=O)(=O)c3ccc(F)cc3)cc2)c1	4	4
COc1ccc(C2CCCN2C(=O)Cc2ccccc2Cl)cc1 (configuration not stated)	0	-3
COc1ccccc1OCCn1c(C(F)(F)F)nc2ccccc21	-7	-3

A different layout for part of the listing above.
compound | mHTT CaM bind | Pf apPOL block
COc1cccc(NC(=O)C2CC(=O)N(c3ccc4c(c3)CCN4C(=O)C3CCC3)C2)c1 (configuration not stated) | 17 | -1
COc1ccccc1OCCn1c(C(F)(F)F)nc2ccccc21 | -7 | -3
N#Cc1c(-c2ccc(Br)cc2)cc(-c2ccco2)c(C#N)c1N | 50 | 4
CCCCCCSC1=C(C#N)C(c2ccco2)C(C(=O)Nc2ccccc2OC)=C(C)N1 (configuration not stated) | -18 | -4

(cont.)
SMILES	mHTT CaM bind	Pf apPOL block
Cc1cc2nn(-c3ccccc3)nc2cc1NC(=O)c1ccc(F)cc1	3	-5
COc1cc(C2C3=C(CC(C)(C)CC3=O)NC3=C2C(=O)CC(C)(C)C3)cc([N+](=O)[O-])c1O	9	-1
O=c1cc(CN2CCN(c3ccccn3)CC2)cc[nH]1	-16	1
COc1c2c(c(C(=O)C=CC(C)=Cc3ccccc3)c3c1OCO3)CCN(C)C2	·	-15
O=C(NCc1ccccn1)c1cccc(C(F)(F)F)n1	·	-6
Cc1cccc(NC(=O)CCCC(=O)O)n1	2	0
COC(=O)CNC(=O)NCCC1CCN(S(=O)(=O)c2ccc(F)cc2)CC1	35	-6
CCCCc1ccc(-c2nc(C=Nc3cccnc3)c(O)o2)cc1	27	-2
Cc1ccc(C)c(CNC(=O)C2CCCN(C(=O)c3ccccc3F)C2)c1 (configuration not stated)	31	-17
Cc1nc2c3ccccc3nc(SCC(=O)NCCC(C)C)n2n1	14	1
CC(=O)N1c2c(cc(Br)cc2S(=O)(=O)NCc2ccccc2Cl)CC1C (configuration not stated)	5	2
Cc1c(C(=O)N(Cc2ccccc2)C(C)C)oc2ccc(S(=O)(=O)N3CCCC3)cc12	13	-13
CCc1cccc(NS(=O)(=O)c2ccc(NC(C)=O)cc2)c1	-4	1
O=C1OCCN1C(=O)[C@H]1[C@H](c2ccc([N+](=O)[O-])cc2)C(c2cccc(Cl)c2)=NN1c1ccc(Br)cc1	44	1
O=C(Nc1cccc(NC(=O)c2ccccc2F)n1)c1ccccc1F	3	-4
CC(=O)N1CCc2cc(Br)cc(S(=O)(=O)Nc3ccc4c(c3)OCCO4)c21	28	-4
COc1ccc(C(=O)Nc2cnc(-c3ccccc3)nc2)cc1	1	1
O=C(Nc1cccs1)N1CCCC(c2nnc(-c3cccs3)o2)C1 (configuration not stated)	33	19
